SKBR3 24h inh: SK-BR-3 proliferation inhibitors; SK-BR-3 viability, CellTiter-Glo ATP luminescence, 24 h; active compounds read low; viability, % at 10 µM; 41,000 compounds, 0.47% hits; AID 847;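 active = viability at or below the median of all test compounds minus 3 SD, in both replicates if run twice, cut at about 45% in these data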;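 also: 100% = median untreated cell wells and 0% = median positive control drug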
An asterisk follows results filed as active. An excerpt; rates above refer to the full screens.

Compound,SKBR3 24h inh
COc1ccc2c(c1OC)C(=O)OC2CC(=O)c1ccc2c(c1)OCO2 (stereo not given),92
CCC1S/C(=C(\C#N)C(=O)NCc2ccco2)N(c2ccc(F)cc2)C1=O (stereo not given),96
CCOC(=O)c1cc2sc(C)cc2n1CC(=O)Nc1cccc(C)c1C,98
CCN1CCCC1CNCc1ccc(Cl)cc1Cl (stereo not given),88
CCNc1cc(=O)n(C)c(=O)n1C,74
COc1ccc2[nH]c(=O)c(-c3noc(-c4ccccc4)n3)cc2c1,95
Cc1ccc(C(=O)CSc2nnc(COc3cccc(C)c3)o2)cc1,77
N#Cc1nc(Cc2ccccc2)oc1N1CCC(C(N)=O)CC1,98
O=C(Nc1ccc2nn(-c3ccccc3)nc2c1)c1ccc2c(c1)OCO2,92
CC(C)COc1cc(=O)[nH]c(SCC(C)C)n1,76
CCN(CC)c1ncnc2sc(C(=O)N3CCN(c4ccc(OC)cc4)CC3)c(C)c12,83
Cc1cccn2c(=O)c3cc(C(=O)NCCN4CCOCC4)c(=N)n(CCc4ccccc4)c3nc12,67
CCN(CC)CCCN1C(=O)C(O)=C(C(=O)c2ccco2)C1c1ccc(C)o1 (stereo not given),91
Cc1c(C(=O)N2CCOCC2)oc2ccc(S(=O)(=O)N3CCCC3)cc12,80
CCN1CCc2c(C#N)c(N3CCCCC3)nc(NCc3ccccc3)c2C1,78

For reference, some entries already given.
Compound,SKBR3 24h inh
CCN(CC)CCCN1C(=O)C(O)=C(C(=O)c2ccco2)C1c1ccc(C)o1 (stereo not given),91
Cc1c(C(=O)N2CCOCC2)oc2ccc(S(=O)(=O)N3CCCC3)cc12,80

Later entries
Compound,SKBR3 24h inh
CCCC(NS(=O)(=O)c1ccc(OC)cc1)C(=O)O (stereo not given),98
c1ccc2oc(-c3nn4c(Cn5cnc6ccccc65)nnc4s3)cc2c1,95
COc1cc(C)c(S(=O)(=O)NCc2cccs2)cc1C,99
COc1cc(CNC(=O)c2ccc(Cn3nc(C)c(Cl)c3C)o2)cc(OC)c1,70
COc1cc(NC(=O)c2ncn[nH]2)cc(OC)c1OC,84
Cc1nnc(SCCn2c(N3CC(C)CC(C)C3)nc3c2c(=O)n(C)c(=O)n3C)s1 (stereo not given),97
COc1ccccc1-n1c(SCC(=O)O)nnc1-c1ccc(S(=O)(=O)N2CCCCC2)cc1,82
CC1CCN(C(=O)CN(C)S(=O)(=O)c2cccc3nsnc23)CC1,99
CC1(C)Cc2ccccc2C(/C(=N/O)C(N)=O)=N1,85
CCc1ccc2[nH]c(=O)c(C(c3nnnn3CCOC)N3CCN(c4ccc(F)cc4)CC3)cc2c1 (stereo not given),139
O=C(COc1ccccc1)Nc1ccc2c(c1)nc1n2CCSC1,95
Cc1ccccc1-n1nnnc1SCC(=O)Nc1ccc(S(=O)(=O)N2CCCC2)cc1,68
O=C1C(SC(F)(F)C(F)F)=C(C(F)(F)F)OC2C3C=CC(C3)C12 (stereo not given),71
CCCC1CC(C)(C(=O)Cn2[nH]c(=O)ccc2=O)OC1=O (stereo not given),92
COc1ccc(OC)c(S(=O)(=O)NCc2cn3cccc(C)c3n2)c1,89
CC(C)CC1(C)NC(=O)N(CC(=O)NC(=O)Nc2ccc3c(c2)OCCO3)C1=O (stereo not given),102
COc1cccc(N2CC(C(=O)NC3CCCCC3)CC2=O)c1 (stereo not given),101
Cc1ccc2nc(C)cc(OCC(=O)O)c2c1,123
O=C(O)C1CCCN1c1ncnc2c1oc1ccccc12 (stereo not given),117
Cc1cc2c(c(=O)n1Cc1cccnc1)C(Cc1ccccc1)C(C#N)=C(N)O2 (stereo not given),95
CCOC(=O)N1CCN(C(=O)CSc2nnc(-c3cc(OC)cc(OC)c3)o2)CC1,82
O=C(CC(c1ccco1)S(=O)(=O)c1ccccc1)c1ccc(F)cc1 (stereo not given),86
CC(=O)CC(=O)Nc1cccc2c1CCCC2,97
CCCn1c(NCc2cc(OC)ccc2OC)nc2ccccc21,72
CCOc1ccc(C(=O)Nc2c3c(nn2-c2ccc(F)cc2)CS(=O)C3)cc1 (stereo not given),102
c1ccc2[nH]c(CSc3ncnc4c3oc3ccccc34)nc2c1,120
O=C(NCC(F)(F)F)Nc1ncccn1,104
Cn1nnnc1SCC(=O)NC(C)(C)C,96
COc1ccc2c(C(=O)CN3CC(C)OC(C)C3)c[nH]c2c1 (stereo not given),86
CCc1c(C)sc(NC(=O)c2cnn3cccnc23)c1C#N,84
N#Cc1nn(-c2ccccc2)nc1N1CCCCC1,81
Cc1nn(C)c(C)c1NC(=O)CSc1nc(Cc2ccccc2)nc2c1cnn2-c1ccccc1,65
O=C(CSc1nnnn1C1CCCCC1)N1CCCC1,70
COc1ccc(-c2[nH]ncc2-c2cnc(C)s2)c(O)c1,111
CCC1(C)COC2(OC1)C(=O)Nc1ccccc12 (stereo not given),78
CCCn1c(-c2ccc(F)cc2)cnc1SCC(=O)O,79
CC(=O)Nc1ccc(N/C=C/C(=O)c2ccc(C)o2)cc1,89
O=C(CSc1ncn[nH]1)Nc1ccccc1C(=O)O,117
CCC(C)NC(=O)N[C@@H](Cc1ccccc1)C(=O)O (stereo not given in full),76
Cc1cccc(NC(=O)CN(C)S(=O)(=O)c2cccc3nsnc23)c1C,102
O=C(CSc1nc2ccccc2o1)c1ccc2c(c1)OCCO2,97
CC(C)NS(=O)(=O)c1ccc(OCC(=O)NCc2cccnc2)cc1,94
CCc1c(C)nc(SCC(=O)N2CCc3ccccc32)[nH]c1=O,73
COCCNC(=O)CCCCCN1C(=O)CCC1=O,104
COc1ccccc1Oc1ccc(S(=O)(=O)Nc2cccnc2)cc1,96

Arranged by molar mass (ascending): part of the list above
Compound,SKBR3 24h inh
O=C(NCC(F)(F)F)Nc1ncccn1,104
Cn1nnnc1SCC(=O)NC(C)(C)C,96
CCC1(C)COC2(OC1)C(=O)Nc1ccccc12 (stereo not given),78
N#Cc1nn(-c2ccccc2)nc1N1CCCCC1,81
CCC(C)NC(=O)N[C@@H](Cc1ccccc1)C(=O)O (stereo not given in full),76
COCCNC(=O)CCCCCN1C(=O)CCC1=O,104
O=C(CSc1ncn[nH]1)Nc1ccccc1C(=O)O,117
CC(=O)Nc1ccc(N/C=C/C(=O)c2ccc(C)o2)cc1,89
COc1ccc(-c2[nH]ncc2-c2cnc(C)s2)c(O)c1,111
CCCn1c(-c2ccc(F)cc2)cnc1SCC(=O)O,79
O=C(CSc1nnnn1C1CCCCC1)N1CCCC1,70
CCc1c(C)sc(NC(=O)c2cnn3cccnc23)c1C#N,84
O=C(CSc1nc2ccccc2o1)c1ccc2c(c1)OCCO2,97
CCc1c(C)nc(SCC(=O)N2CCc3ccccc32)[nH]c1=O,73
c1ccc2[nH]c(CSc3ncnc4c3oc3ccccc34)nc2c1,120
CC(C)NS(=O)(=O)c1ccc(OCC(=O)NCc2cccnc2)cc1,94
Cc1cccc(NC(=O)CN(C)S(=O)(=O)c2cccc3nsnc23)c1C,102

The listing continues:
compound | SKBR3 24h inh
Nc1nc(-c2ccc(Cl)cc2Cl)cn1N | 85
O=C(NCCCn1ccnc1)c1cc(-c2ccc3c(c2)OCO3)on1 | 90
Nc1nc(-c2nc3ccccc3[nH]2)cs1 | 81
COc1ccc(C2CC(=O)c3cnc(NC(=O)c4ccccc4OC)nc3C2)c(OC)c1 (stereo not given) | 105
Cc1cccn2c(=O)c3cc(C#N)c(=NC(=O)c4cccnc4)n(CC4CCCO4)c3nc12 (stereo not given) | 89
CC(COc1ccccc1)N(CCCl)Cc1ccccc1 (stereo not given) | 97
CCc1nnc(NC(=O)CSc2nnc(COc3ccccc3)n2-c2ccc(C)cc2)s1 | 102
COc1ccc(N(CC(=O)N2CCN(C)CC2)S(C)(=O)=O)cc1OC | 98
O=C1c2ccccc2C(O)(Cc2ccccc2)N1C1CCCCC1 (stereo not given) | 94
O=C(Nc1cccnc1)c1c(F)cccc1F | 95
O=C(O)CC(NCc1ccco1)C(=O)OCC1CCCO1 (stereo not given) | 86
Cc1ccc(-c2nnc(SCc3ccccc3F)o2)cc1 | 106
OC(COc1ccccc1Cl)CN1CCN(CC(O)COc2ccccc2Cl)CC1 (stereo not given) | 72
CN(C)S(=O)(=O)c1ccc(C(=O)NCCOc2ccccc2)cc1 | 108
Cc1nc2c(=O)n(C)c(=O)[nH]c2n1Cc1ccccc1 | 87
CCc1ccc(N(C(C)=O)C2C=CS(=O)(=O)C2)cc1 (stereo not given) | 90
C=CCn1c(Oc2cc(C)ccc2C)nc2c1c(=O)n(C)c(=O)n2C | 84
CCS(=O)(=O)N1CCCC(C(=O)NCCc2ccc(OC)c(OC)c2)C1 (stereo not given) | 94
COC(=O)[C@H](Cc1ccccc1)NC(=O)N1CCCCC1C (stereo not given in full) | 117
O=C(N/C(=N\O)c1ccccc1)Nc1ccc(Cl)cc1 | 84
CCOC(=O)CSc1nnc(Cc2ccccc2)n1Cc1ccco1 | 86
CSc1nnc([C@H](C)NC(=O)OC(C)(C)C)o1 | 107
Cc1ccccc1NC(=O)Cn1nnc(-c2ccc(N3CCOCC3)cc2)n1 | 81
O=C(O)Cn1nnn(-c2ccccc2)c1=S | 86
Cc1cc(N=Cc2cc(Br)ccc2O)no1 | 73
COc1ccccc1NC(=O)CN(c1ccccc1F)S(C)(=O)=O | 95
CCOC(=O)c1cnn(-c2ncnc3c2oc2ccccc23)c1N | 78
c1ccc(Oc2cccc(OCCCn3cncn3)c2)cc1 | 109
COc1ccc(-c2noc(CN3C(=O)c4ccccc4C3=O)n2)cc1 | 100
CCCC(C(=O)N1CCOCC1)N1C(=O)C2C3C=CC(C3)C2C1=O (stereo not given) | 99
COc1ccc(-c2csc3nc(C)n(-n4cccc4)c(=O)c23)cc1OC | 76
CCOC(=O)c1cnc2ccc(Br)cc2c1NCCO | 89
CCOC(=O)N1CCC(NC(=O)CCc2nc(-c3ccc(C)cc3)no2)CC1 | 96
Oc1ccccc1-c1nc(N2CCN(Cc3ccccc3)CC2)c2ccccc2n1 | 78
CCn1c(=O)n(CCOC)c(=O)c2c3c(sc21)CCCC3 | 88
Cc1cccc(CC2CC(=O)N(c3ncccn3)C2=O)c1 (stereo not given) | 89
Cc1cc(C(C)(C)C)cc(C)c1CC1=NCCN1 | 78
COCCNC(=O)c1cn(C)c(=O)c2cc(OC)c(OC)cc12 | 91
CCOC(=O)c1[nH]cnc1C(=O)O | 84
CCN1C(=O)C(NC(C)=O)c2cc(OC)ccc21 (stereo not given) | 108
CC(C)n1c2ccccc2c2nc3ccccc3nc21 | 93
CCCC(=O)Nc1ccc(NC(=O)c2ccco2)cn1 | 88
COCC(=O)N1CCCc2ccccc21 | 91
O=C(N1CCOCC1)N1CCN(S(=O)(=O)N2CCOCC2)CC1 | 87
COC(=O)c1c(C)[nH]c(C(C)=O)c1C | 92
CCc1[nH]nc2c1C(c1ccc(Br)s1)C(C#N)=C(N)O2 (stereo not given) | 83
c1ccc(N2CCN(c3nc4cc5c(cc4s3)OCCO5)CC2)cc1 | 88
COc1cccc(C(=O)OCCN(C)C(C)(C)C)c1 | 125
O=C(Oc1ccc(Cl)cc1)N1CCCCC1 | 89
O=S(=O)(NCC(c1cccnc1)N1CCN(c2ccc(F)cc2)CC1)c1cc(F)ccc1F (stereo not given) | 78
Cc1ccc(-n2ncc3c(NCc4ccc5c(c4)OCO5)ncnc32)c(C)c1 | 83
CSc1ccc(S(=O)(=O)NC2CCCCCC2)cc1 | 74
COC(=O)Cn1c(CCS(=O)(=O)c2ccc(C)cc2)nc2ccccc21 | 64
Nn1c(SCC(=O)Nc2ccc(F)c(F)c2)nnc1C1CCCCC1 | 90
CC1(C)N([O-])C(c2ccccc2)=C[N+](=O)C1(C)C | 101
Cc1nc(C)c(C(=O)C2=C(O)C(=O)N(CCCN(C)C)C2c2ccco2)s1 (stereo not given) | 106
CCc1nnc(NC(=O)c2ccc(-c3cccc(C(F)(F)F)c3)o2)s1 | 92
N#CC1=C(N)SC2(CCCCC2)SC1c1ccccc1 (stereo not given) | 89
O=C(NCC1CCCO1)C1CCC(=O)N1CCc1ccccc1 (stereo not given) | 92
O=C(COc1ccc(Cl)cc1)N1CCN(C(=O)c2cccc(F)c2)CC1 | 81

(listing goes on)
compound | SKBR3 24h inh
Cc1nnc(C)n1/N=C/c1ccc2c(c1)OCCO2 | 86
Cc1nnc(NCCc2ccccc2)n(N)c1=O | 83
COc1ccccc1OC(=O)c1ccc2nsnc2c1 | 106
COc1ccccc1C1C=C(c2ccc(Cl)cc2)Nc2nc(N3C(=O)CCC3=O)nn21 (stereo not given) | 112
CC(C)C(NC(=O)c1ccc(Cl)cc1)C(=O)NC1=NCCS1 (stereo not given) | 102
Nc1cccc(NC(=O)c2cccs2)c1 | 88
COC(=O)C(NC(=O)C(C)Oc1ccccc1)C(C)C (stereo not given) | 96
COC(=O)Oc1c(Br)c(=O)oc2ccccc12 | 106
Cc1ccc(O)c(NC(=O)c2ccco2)c1 | 112
CC(=O)N(Cc1cc2c(C)cc(C)cc2[nH]c1=O)C1CCCCC1 | 119
O=C(Nc1nc(-c2ccccc2)ns1)c1cccs1 | 95
O=C(NC(=O)c1ccc(Cl)cc1)Nc1cc(N2CCCCC2)ncn1 | 95
CCN(CC)C(=O)Cn1cnc2ccccc2c1=O | 94
O=C(C1CCN(C2CC(=O)N(Cc3ccccc3)C2=O)CC1)N1CCCCCC1 (stereo not given) | 97
CCCC(=O)N(CCc1ccccc1)Cc1nc2ccccc2c(=O)[nH]1 | 79
Cc1cccn2c(=O)c3cc(C#N)c(=NC(=O)c4ccc5c(c4)OCO5)n(CC(C)C)c3nc12 | 80
CC(=O)NCCOc1cccc2ccccc12 | 96
N#C/C(=C1\CCCN1)c1nc(-c2ccccc2)cs1 | 83
CCOC(=O)c1c(CN2CCN(C)CC2)oc2ccc(OC)cc12 | 99
CCCOc1ccc(-c2nc(N)n[nH]2)cc1 | 133
Cc1ccc(Cn2nc(C)c(NC(=O)c3cc(-c4ccco4)on3)c2C)cc1 | 48
O=C(c1cccc(S(=O)(=O)N2CCOCC2)c1)N1CCCC1 | 89
O=C(CSc1nnc(-c2ccncc2)n1CC1CCCO1)NCc1ccccc1 (stereo not given) | 106
COc1ccc(C2C=C(C)Nc3nc(SC)nn32)cc1 (stereo not given) | 90
O=c1c2ccccc2oc2nc(-c3ccco3)n(Cc3ccccc3)c(=O)c12 | 79
CCOC(=O)COc1nc(OC)nc(N2CCOCC2)n1 | 75
CCOC(=O)Cc1csc(NC(=O)c2ccc(S(=O)(=O)N3CCCCC3)cc2)n1 | 84
